Screening data as filed in PubChem.
TAG inh: inhibitors of triacylglycerol accumulation, primary screen, cell-based, uHTS, fluorescence, H9c2; 230,000 compounds, 0.66% hits; inhibition, % at 12.5 µM; H9c2 cells, Nile Red lipid (TAG) fluorescence; cells loaded with 200 µM oleic acid;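 active = pattern-corrected inhibition of lipid staining of at least 50% with the nuclear-stain viability signal not falling by more than 50%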;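 also: 0% = DMSO wells and 100% = triacsin C control wells; some results filed as inactive read as strong as hits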
TAG inh DAPI viability: further read-out of TAG inh, marked with its call; DAPI nuclei signal change (viability), lower = more cytotoxic, %;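 whole-well DAPI fluorescence read on a plate reader as a viability signal; minus 50 percent equals half of cells still viable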
* hit, by the source's call. Some of the compounds tested; count on the stated rates, not on these rows.

SMILES | TAG inh | TAG inh DAPI viability
Cc1sc2nc(CSCC(=O)N(C)CC(=O)Nc3ccc(F)cc3)[nH]c(=O)c2c1C | -1 | 2
O=C(OCc1nnc(-c2ccccc2)o1)c1cc(S(=O)(=O)N2CCOCC2)ccc1F | -1 | 5
Nc1ncnc2nc(SCc3ccccc3)[nH]c12 | -1 | -1
COc1ccc2nc(SC(C)C(=O)NC3CCCC3)[nH]c2c1 (stereo unspecified) | 4 | -1
Cc1cccnc1NC(=O)C1CCN(S(=O)(=O)c2ccc3c(c2)CCC(=O)N3)CC1 | 2 | 4
COc1ccc2c(c1)[C@H]1[C@H](CO2)[C@H](c2ccccc2)[C@]2(C)C(=O)Nc3ccccc3C(=O)N12 | -2 | -4
C=C(C)CNC(=S)N/N=C/c1ccc(N2CCOCC2)cc1 | 9 | 23
O=C(CN1C(=O)NC2(CCCCC2)C1=O)N1CCN(c2ncccn2)CC1 | -3 | 2
O=C(COC(=O)c1ccc(Br)cc1)NC(=O)NCc1ccccc1 | 7 | -1
O=C(Cn1nnc(-c2ccccc2NC(=O)c2ccccc2F)n1)NC1CCCC1 | -7 | 7
Cc1ccc(NCC(=O)Nc2ccc(Br)cc2)cc1F | 19 | -4
CCOC(=O)/C=c1\s/c(=C(\C#N)C(=O)NC)n(-c2ccccc2)c1=O | 10 | -6
O=C(CN1CCCCC1)NCCNc1ccc(C(F)(F)F)cc1[N+](=O)[O-] | 2 | -1
N/C(=N\NC(=O)c1ccc(F)cc1)c1cc2ccccc2oc1=O | -4 | -2
Cn1cc2cc([N+](=O)[O-])ccc2n1 | -1 | -3
COC(=O)C1(Cc2cc(-c3ccc(Cl)cc3)no2)CCN(C(=O)OC(C)(C)C)CC1 | -9 | -10
O=C(O)c1cccc2c1C(=O)N(c1ccc3c(c1)Cc1ccccc1-3)C2=O | -18 | -6
Cn1c(CNS(=O)(=O)c2ccc(Cl)cc2)n[nH]c1=S | 14 | -6
CCOC(=O)N1CCN(C(=O)CNC(=O)c2ccccc2F)CC1 | -10 | 3
CCCCS(=O)(=O)N1CCCC(C(=O)Oc2ccc(Cl)cc2)C1 (stereo unspecified) | -1 | -3
C/C=C(\C)C(=O)NCCN1C2=NC[C@H](Cc3ccc(O)cc3)N2C[C@H]1Cc1ccc(O)cc1 | -8 | 2
CCOC(=O)c1cc(C(C)(C)C)oc1CN | -2 | 1
Cc1ccc(NC(=O)NC2CC(=O)N(c3ccc4c(c3)OCCO4)C2)cc1C (stereo unspecified) | 1 | 1
CN1CCS/C1=C\C=C1/SC(=S)N(CC(=O)O)C1=O | -3 | -4
COc1ccc(OC)c(CN2CCN(C(=O)c3cc4ccccc4cc3O)CC2)c1 | 22 | 3
Cc1ccc(-c2nn(-c3ccccc3)cc2C(=O)Nc2cccc(S(=O)(=O)NC3=NCCC3)c2)cc1 | 5 | 9
CCCCN1C(=O)/C(=C/C=C2/C=Cc3ccccc3N2CC)SC1=S | 88* | 11*
COc1ccc(N2CCN(C(=O)Cn3c(=O)[nH]c4ccsc4c3=O)CC2)cc1 | 17 | -21
COc1ccc(NC(=O)CC2(CC(=O)O)CCCC2)cn1 | -8 | 3
CC(Sc1n[nH]c(N)n1)C(=O)Nc1cccc(S(=O)(=O)N2CCOCC2)c1 (stereo unspecified) | 13 | -4
CCOc1ccc2[nH]c(=O)c(CN(CCCN3CCOCC3)C(=O)Nc3ccc(F)cc3)cc2c1 | -1 | 5
c1ccc(-c2nccc(-c3ccc(-n4cnc5ccccc54)cc3)n2)nc1 | -17 | 4
Cc1cccc2sc(NC(=O)CN(C)S(=O)(=O)c3cccs3)nc12 | 35 | -9
Nc1cc(=O)[nH]c(N2CCN(c3ccccc3)CC2)n1 | -9 | -4
O=[N+]([O-])c1ccc(N/N=C\c2cccnc2)nc1 | -5 | -8
O=C(NCc1ccccc1Cl)c1nnc(CS(=O)(=O)c2ccccc2)o1 | 1 | 1
Cc1ccccc1/C=N/n1c(-c2cc(-c3ccccc3)n[nH]2)n[nH]c1=S | 2 | 9
COc1ccc(C(=O)Nc2nnc(S(=O)(=O)N3CCCCCC3)s2)cc1OC | 15 | -10
COc1ccccc1-n1c(C)cc(C=O)c1C | 12 | -10
O=C1CC(Sc2ncccc2C(=O)O)C(=O)N1 (stereo unspecified) | -11 | 0
COc1ccc(N=[N+]([O-])c2ccc(OC)cc2)cc1 | -11 | -2
COc1ccc(Cl)cc1Cn1c(C)c(C(=O)N(C)Cc2ccc(F)cc2)sc1=O | -4 | 0
c1cc2cc(-c3c(-c4ccc5c(c4)OCO5)noc3-c3ccsc3)ccc2[nH]1 | 5 | 1
COc1ccc(C2(c3ccc(OC(C)=O)cc3OC(C)=O)CC(c3ccccc3)NC(=S)N2)cc1 (stereo unspecified) | -10 | -1
O=C(NCc1ccc(F)cc1)c1cc(C2CCCN(C(=O)CCCc3ccccc3)C2)on1 (stereo unspecified) | -4 | 13
CCn1c(SCC(=O)c2ccccc2)nnc1-c1cnccn1 | -85 | -1
COC(C[C@H](O)C[C@@H](O)[C@@H](C)OCc1ccccc1)OC | -2 | -2
CC(=O)Oc1ccccc1Cn1c(C)c(C(=O)NCCC#N)sc1=O | 3 | 5
N#C/C(=C/C1=C(N2CCOCC2)C(=C/c2ccccc2)/CC1)C(=O)Nc1ccccc1F | -33 | -7
C[C@H]1[C@H](C)CC[C@]2(C(=O)O)CC[C@]3(C)C(=CC[C@@H]4[C@@]5(C)CC[C@H](O)C(C)(C)[C@@H]5CC[C@]43C)[C@H]12 | 13 | 10
COc1cc2[nH]c(=O)n(Cc3ccc(C(=O)NC4CCN(Cc5ccccc5)CC4)cc3)c(=O)c2cc1OC | 9 | 3
Cc1cc(C(=O)NNC(=O)c2ccccc2F)c2ccccc2n1 | 4 | 10
O=C(CCN1C(=O)c2ccccc2S1(=O)=O)Nc1cc(Cl)ccc1Cl | 2 | 0
COc1ccc(CN=Cc2c(C(F)(F)F)[nH][nH]c2=O)cc1 | 8 | -8
O=C(/C=C/C(=O)NCc1cccs1)NCc1cccs1 | 7 | -8
CCNC(=O)CCc1nc(-c2ccc(C)cc2)no1 | 1 | 0
O=P(CCc1ccccc1)(c1ccccc1)c1ccccc1 | 9 | -1
COC(=O)C1=C(C)NC(C)=C(C(=O)OC)C1c1ccc2ccccc2n1 | 0 | 2
O=C(Cn1cnc2ccccc21)Nc1ccc(SC(F)F)cc1 | -22 | -6
CCN1CCCC1CNC(=O)C(=O)Nc1ccccc1 (stereo unspecified) | -3 | -7

No new results follow: an excerpt of the list.
SMILES | TAG inh | TAG inh DAPI viability
COC(C[C@H](O)C[C@@H](O)[C@@H](C)OCc1ccccc1)OC | -2 | -2
CC(=O)Oc1ccccc1Cn1c(C)c(C(=O)NCCC#N)sc1=O | 3 | 5
N#C/C(=C/C1=C(N2CCOCC2)C(=C/c2ccccc2)/CC1)C(=O)Nc1ccccc1F | -33 | -7
C[C@H]1[C@H](C)CC[C@]2(C(=O)O)CC[C@]3(C)C(=CC[C@@H]4[C@@]5(C)CC[C@H](O)C(C)(C)[C@@H]5CC[C@]43C)[C@H]12 | 13 | 10
COc1cc2[nH]c(=O)n(Cc3ccc(C(=O)NC4CCN(Cc5ccccc5)CC4)cc3)c(=O)c2cc1OC | 9 | 3
Cc1cc(C(=O)NNC(=O)c2ccccc2F)c2ccccc2n1 | 4 | 10
O=C(CCN1C(=O)c2ccccc2S1(=O)=O)Nc1cc(Cl)ccc1Cl | 2 | 0
COc1ccc(CN=Cc2c(C(F)(F)F)[nH][nH]c2=O)cc1 | 8 | -8
O=C(/C=C/C(=O)NCc1cccs1)NCc1cccs1 | 7 | -8
CCNC(=O)CCc1nc(-c2ccc(C)cc2)no1 | 1 | 0
O=P(CCc1ccccc1)(c1ccccc1)c1ccccc1 | 9 | -1
COC(=O)C1=C(C)NC(C)=C(C(=O)OC)C1c1ccc2ccccc2n1 | 0 | 2
O=C(Cn1cnc2ccccc21)Nc1ccc(SC(F)F)cc1 | -22 | -6
CCN1CCCC1CNC(=O)C(=O)Nc1ccccc1 (stereo unspecified) | -3 | -7

Next section:
SMILES | TAG inh | TAG inh DAPI viability
Cc1nnc(SCc2nnc(-c3cccs3)o2)n1C1CCCCC1 | 3 | 4
O=C(NCc1ccccn1)c1cc(-c2ccccc2Cl)on1 | -12 | -5
O=C(/C=C/c1cccc2ccccc12)N1CCOCC1 | 3 | -6
Cc1sc2nc(CSC(C)C(=O)Nc3ccccn3)[nH]c(=O)c2c1C (stereo unspecified) | -2 | -2
O=C(CCCCC(=O)NN=Cc1ccc(Cl)cc1)NN=Cc1ccc(Cl)cc1 | -20 | 4
O=C(NCc1ccco1)C12CC3CC(C1)CC(C(=O)NCc1ccco1)(C3)C2 | 15 | -5
COc1ccccc1CNc1nc(NCCN2CCNC2=O)c2sccc2n1 | -19 | 2
Cc1cccc(C)c1OCC(O)CN1CCCCC1 (stereo unspecified) | 4 | 0
O=C1/C(=C/c2ccsc2)N2CCC1CC2 | 10 | 0
O=C(Nc1cccc(C(F)(F)F)c1)C1Cc2c(-c3ccco3)ccnc2O1 (stereo unspecified) | -2 | 8
CCc1nc2ccc(C(=O)N3CCN(C(C)=O)CC3)cn2c1N(CC)C(=O)NCCc1ccccc1 | 4 | -6
O=[N+]([O-])c1cc(-c2nnc(N3CCOCC3)c3ccccc23)ccc1N1CCOCC1 | -4 | -11
COc1cccc(-c2cc(C(=O)N3CCN(S(=O)(=O)c4ccccc4)CC3)[nH]n2)c1 | -10 | 9
COc1ccccc1OCCNC(=O)c1c(-c2ccccc2Cl)noc1C | -13 | 2
O=C(Nc1nnc(SCc2ccc(F)cc2)s1)C1=COCCO1 | -13 | 6
Cc1ccc(CNS(=O)(=O)c2ccc([N+](=O)[O-])cc2)cc1 | 2 | 4
CC(Oc1ccc(F)cc1)C(=O)Nc1ccc(N2CCOCC2)cc1N1CCOCC1 (stereo unspecified) | 0 | 2
CC(NC(=O)Nc1ccccc1F)C(C)(C)C (stereo unspecified) | 0 | -6
CCNC(=S)NNc1nc(N2CCCCC2)nc(N2CCOCC2)n1 | 4 | 6
OCC1CCCN(C2CCN(Cc3nc(Cc4cccc(C(F)(F)F)c4)no3)CC2)C1 (stereo unspecified) | -12 | 7
COCCN(C(=O)c1ccc(N2CCCC2=O)cc1)c1c(N)n(CC(C)C)c(=O)[nH]c1=O | -5 | 4
C=C1CCN([C@H](C(=O)NCc2ccc(OC)cc2)C(C)C)S(=O)(=O)c2ccccc21 | -13 | -12
Cc1ccc(C(=O)Nc2ccc(C(=O)N3CCCCC3C)cc2)cc1 (stereo unspecified) | -11 | -1
Cc1ccc(-c2nc(=S)c3c(n2CCN2CCOCC2)CC(C)(C)OC3)cc1 | -5 | 14
O=C(C1=C(O)C(=O)N(CCN2CCOCC2)C1c1ccccc1)c1cccs1 (stereo unspecified) | -3 | 13
Cc1cccc(Cc2nnc(CCC(=O)N(C)C3CCOC3)o2)c1 (stereo unspecified) | -16 | 2
COc1ccc(C2=NN(CCC(=O)NCc3ccc4c(c3)OCO4)C(=O)CC2)cc1 | -3 | 4
COc1ccccc1NC(=S)N1CCN(C(=O)C2CCCO2)CC1 (stereo unspecified) | 7 | -10
CCc1nc2ccc(C(=O)NC3CCN(Cc4ccccc4)CC3)cn2c1N(C)Cc1cc2ccccc2s1 | 21 | 11
Cc1cc(NC(=O)c2ccccc2)n(-c2nc3ccccc3[nH]2)n1 | 34 | -10
CC(=O)Nc1ccc(NC(=O)CSc2nnc(-c3ccc4c(c3)OCO4)o2)cc1 | -7 | -2
CCOc1ccc(S(=O)(=O)N(C)C2CCCCC2)cc1 | -3 | -2
CCCOc1ccc(CSc2n[nH]c(C)n2)cc1 | 0 | -6
CC(=O)N1CCN(c2ccc(NC(=O)c3ccccc3)cc2)CC1 | -7 | -4
Cc1cc(Oc2ccc(=O)n(C)n2)nc(SCc2ccccc2)n1 | 10 | 3
C[C@H](CO)N1C[C@H](C)[C@H](CN(C)C(=O)Nc2ccnc(N3CCOCC3)c2)OCc2cnnn2CCCC1=O | 8 | -2

Reprinted from the part before: 2 compounds, then new ones.
SMILES | TAG inh | TAG inh DAPI viability
Cc1cc(Oc2ccc(=O)n(C)n2)nc(SCc2ccccc2)n1 | 10 | 3
C[C@H](CO)N1C[C@H](C)[C@H](CN(C)C(=O)Nc2ccnc(N3CCOCC3)c2)OCc2cnnn2CCCC1=O | 8 | -2
O=C(Cc1ccc(NC(=O)C2CCN(C(=O)C3CCC3)CC2)cc1)Nc1cccc(C(=O)N2CCCC2)c1 | -5 | 4
CCC(=O)Nc1ccc(C(=O)NNC(=O)c2ccccc2)cc1 | 11 | 12
Cc1ccc(C(=O)n2c3ccccc3c3ccccc32)cc1 | 22 | -27
O=C(NCC(c1ccco1)N1CCc2ccccc2C1)C(=O)Nc1ccccc1F (stereo unspecified) | -7 | -1
Cc1c(Cl)cccc1NC(=O)NCc1cccnc1 | 9 | 0
Cc1cccc(C(=O)NC(C)C(=O)NC(c2nc3ccccc3[nH]2)C(C)C)c1 (stereo unspecified) | -9 | -5
O=C(CN1CCOCC1)NNC(=S)Nc1ccccc1 | -14 | 12
CCOc1ccc(OCC)c(NC(=O)CNS(=O)(=O)c2cccs2)c1 | 21 | 2
CC1(C)CC(C)(c2ccc(O)cc2O)N(c2ccc3ccccc3c2)C(=S)N1 (stereo unspecified) | 33 | -3
Cc1cc(C)c(NC(=O)CN2CCN(S(=O)(=O)c3ccc4c(c3)OCCO4)CC2)c(C)c1 | -6 | 7
CCOCCCNCC(=O)NC1(C)C2CCC(C2)C1(C)C (stereo unspecified) | 19 | -1
Cc1ccc(NC(=O)CN2C(=O)NC3(CCCCC3C)C2=O)cc1S(=O)(=O)N1CCOCC1 (stereo unspecified) | 1 | -2
O=C(NCCCN1CCOCC1)c1cc2c(s1)CCC2 | 2 | 3
CCOC(=O)C1(C)CCCN1C(=O)c1cc(F)ccc1C (stereo unspecified) | 9 | -2
Cc1ccc(C(=O)OCCOc2cccc(Cl)c2)cc1S(=O)(=O)N1CCOCC1 | -35 | 3
COc1cccc(C(=O)c2sc(NC(C)C)nc2N)c1 | -10 | -3
O=C(Nc1ccc(F)cc1)c1nn(-c2ccccc2)c(=O)cc1Cl | 26 | -8
O=C(OCCN=C1NS(=O)(=O)c2ccccc21)c1cccs1 | 3 | -15
COc1cccc(-c2sc3ccc(OC)cc3c2-c2ccc(OCCN3CCCCC3)cc2)c1 | 23 | -3
